# Screening results from PubChem.
# PI5P4Ka inh = inhibitors of human PI5P4K alpha; 330,000 tested, 1.2% active; PI5P4Kalpha enzyme, ADP-Glo luminescence, 60 min; stronger effect = lower value; max response, %; P48426; active = max response of -50% or lower; inconclusive = between -30% and -50%; inactive = -30% or higher; note: value at the top dose of about 77 µM; % is set by controls: 0 for no effect and ±100 for the full control effect
#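 ADP-Glo luminescence end-point after a 60 min room-temperature kinase reaction. PI5P4Kalpha and substrate in HEPES pH 7.4 buffer with EGTA, 0.1% CHAPS and 5% DMSO; ATP at 5 microM final.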
# FUS suppressor = FUS proteinopathy suppression in yeast; S. cerevisiae FUS-expressing, growth rescue, OD600, 24 h; Potency, µM (titrated, usually from 76.6 µM), for inactives: top-dose growth rescue (activation), most hits filed as activators; 390,000 tested, 0.24% active; AID 1347120;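 note: potency is the fitted concentration of half-maximal effect; plate controls were DMSO vehicle for no effect and reference control for full effect; nearly all actives have a fitted effect of over 55% in size; some results filed as inactive show a strong effect at the top dose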
#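 Yeast FUS proteinopathy model; galactose-induced FUS (2%), starting OD 0.005. Cpds in dilution series, 24hr, 30C, 99% humidity. Abs 600 nm growth. Pos ctrl CP55940 (top 92uM final); neg ctrl DMSO.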
# EPAC1 agonist = activates human EPAC1 exchange factor; Potency, µM (titrated, usually from 154 µM), inactives show at the highest dose activation, hits mostly activators; EPAC1 agonist qHTS, biochemical assay; response scale: 100% = response to 6.5 mM cAMP; 360,000 tested, 0.073% active; note: potency is the fitted concentration of half-maximal effect; nearly all actives have a fitted effect of over 60% in size
#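 Fluorescent GDP-exchange assay: 100 nM EPAC1 with 250 nM Rap1B preloaded with BODIPY-GDP and 50 uM GDP; compounds tested as concentration series, 5 min at room temperature, then read every 5 min for 30 min (ex 480/em 540 nm); normalized to 6.5 mM cAMP.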
# EPAC1 antagonist = EPAC1 (human) antagonism; O95398; EPAC1 GEF assay, Rap1b-BODIPY-GDP exchange fluorescence; Potency, µM (top dose mostly 115 µM), for the others: at the highest dose activity change, negative = inhibition, actives largely listed as inhibitors; 360,000 tested, 0.14% active; AID 720709;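 note: potency is the fitted concentration of half-maximal effect; plate controls were vehicle for no effect and positive control for full effect; nearly all actives have a fitted effect of over 50% in size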
# IL-2 act = activates IL-2 in a cell-based reporter assay | IL-2 activation reporter assay, cell-based qHTS; stimulated with anti-CD3/CD4/CD28 beads; in transgenic mouse T cells | activation, % (series mostly up to about 46 µM) | 360,000 tested, 0.065% active; in the data active = activation above about 50%; inconclusive = mostly about 30% to 49%; note: 0% is about no effect
#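 Quantitative HTS in unstimulated transgenic mouse T cells, with memory T cells as non-tolerant control and PMA/ionomycin as tolerance-bypass control. Compound pretreatment lasted 60 minutes before 18 h bead stimulation; EGFP/DsRed fluorescence read.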
# Abeta rescue = compounds reversing amyloid beta toxicity in yeast. Potency, µM (series often up to 46.1 µM), inactives show top-dose growth rescue, actives largely listed as activators. 410,000 tested, 0.063% active. yeast expressing A-beta42, growth rescue, OD600, 48 h; response scale: 0% DMSO, 100% iron-clioquinol control; note: potency is the fitted concentration of half-maximal effect; nearly all actives have a fitted effect of over 55% in size
#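 Yeast growth medium received pinned compounds, then yeast cells expressing toxic A-beta were added; plates incubated at 30 C for 48 hr. Growth read as absorbance at 600 nm, normalized to DMSO and equimolar FeCl3 plus clioquinol controls.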
# PLK1 PBD inh = inhibitors of human PLK1 polo-box domain binding; P53350; Plk1 PBD binding of FITC phosphopeptide, fluorescence polarization; Potency, µM, for inactives: max response, negative = inhibition, actives largely listed as inhibitors; 360,000 tested, 2.8% active; note: potency is the fitted concentration of half-maximal effect; series mostly up to about 57 µM; % is set by controls: 0 for no effect and ±100 for the full control effect; nearly all actives have a fitted effect of over 65% in size
# WRN helicase inh = inhibitors of human WRN helicase; AID 651768; Q14191; Potency, µM (top dose mostly 114 µM), for inactives: at the highest dose activity change, negative = inhibition, hits mostly inhibitors; 360,000 tested, 0.46% active; WRN helicase unwinding, fluorescent forked duplex, kinetic; note: potency is the fitted concentration of half-maximal effect; % is set by controls: 0 for no effect and ±100 for the full control effect; nearly all actives have a fitted effect of over 55% in size
#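 WRN at 20 nM final was preincubated with compound for 15 min at room temperature; reaction started with 100 nM forked duplex oligonucleotide carrying fluorophore and quencher plus 2 mM ATP (final). Unwinding followed kinetically by red fluorescence (ex 525/em 598 nm).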
# Starred values were filed as active, the others as inactive; ? = inconclusive; . = not tested or not shown; [ ] = remark or other dose. Unless noted, calls come from the whole dose curve; as a rule, active = well fitted curve in the direction sought with a large enough effect; inconclusive = small, poorly fitted or top-dose-only effect, or another doubt; inactive = no such curve, though single readings can be large; an effect the other way counts as inactive or inconclusive.
Molecule	IL-2 act	WRN helicase inh	FUS suppressor	PI5P4Ka inh	EPAC1 antagonist	PLK1 PBD inh	Abeta rescue	EPAC1 agonist
CCOC(=O)C(=O)Nc1nc(-c2ccccc2)c(-c2ccccc2)o1	0.1	6%	.	7	2%	-4%	?	-6%
COc1ccc(CN(C)C[C@@H]2OCc3cnnn3CCCC(=O)N([C@H](C)CO)C[C@H]2C)cc1	-2.3	-8%	-23%	8	-11%	?	-7%	9%
CCN(CC)CCn1c2c(c(SCC(=O)Nc3ccc(C(C)C)cc3)nc1=O)CCC2	0.2	6%	-7%	-5	-5%	3%	-5%	2%
CCOc1ccc(N2CC(C(=O)N3CCCCCC3)CC2=O)cc1 (centres undefined)	0.9	10%	19%	-1	11%	-18%	-12%	3%
CCN(CC)S(=O)(=O)c1ccc(N2CCOCC2)c(NC(=O)c2ccccc2)c1	1.2	0%	14%	-2	10%	-5%	14%	-3%
CC(=O)c1ccc(NC(=O)Cn2cnc(S(=O)(=O)N3CCc4ccccc43)c2)cc1	-1.9	-9%	-18%	-2	-14%	-23%	0%	-8%
Cc1ccc(F)cc1NC(=O)c1c(-c2ccccc2)noc1C	-3.1	-1%	-19%	-5	2%	-2%	-33%[inhibitor]	-14%
COC(=O)C1C2CCC(C2)C1C(=O)OCC(=O)c1ccccc1 (centres undefined)	-0.9	5%	-6%	.	-5%	-5%	21%	9%
Cc1ccnc(NC(=O)c2ccc(C(=O)c3ccccc3)cc2)c1	-0.7	-14%	39%	-1	-13%	-9%	-24%	-20%
COC(=O)CN(c1ccc(OC)cc1OC)S(=O)(=O)c1ccccc1[N+](=O)[O-]	0.3	-1%	-12%	0	-1%	-11%	2%	18%
Cc1nc2ccccc2c(C)c1CC(=O)OC(C)C(=O)NC1(C#N)CCCCC1 (centres undefined)	-0.2	-3%	6%	1	10%	1%	2%	-2%
O=S(=O)(/N=C(\c1ccccc1)N1CCOCC1)c1ccc(Cl)cc1	-4.3	-12%	.	2	-4%	3%	-4%	6%
COc1ccccc1-n1nnnc1SCC(=O)Nc1oc(C)c2c(C)n[nH]c(=O)c12	0.1	-5%	-9%	-14	-10%	-6%	19%	-3%
CC(=O)OCc1c(C(F)(F)F)nn(C)c1Oc1ccccc1	1.6	5%	?	2	2%	-9%	9%	3%
CC1CCCC(C)N1C(=O)COC(=O)CSc1ccc(C(N)=O)cc1[N+](=O)[O-] (centres undefined)	-6.1	-5%	9%	-6	6%	0%	10%	-3%
COc1ccccc1/C=N/Nc1nc(C)c(C(C)=O)s1	-0.7	-8%	-24%	-2	3%	10%	-11%	-7%
COc1ccccc1CCC(=O)N(C)CC(=O)Nc1ccc(Cl)c(C(F)(F)F)c1	-4.3	-4%	.	18	-10%	0%	10%	-6%
O=C(c1ccc(Br)cc1)N1CCCC(c2nc(-c3cccs3)no2)C1 (centres undefined)	2.7	6%	17%	1	7%	2%	-15%	6%
Cc1ccc2c(Cl)c(C)c(N3CCCCC3)nc2n1	1.7	-14%	10%	-3	-2%	4%	19%	-2%
C/C(N)=C(/C#N)C(=O)COC(=O)c1cccc2ccccc12	4.8	-2%	-13%	4	-16%	-10%	6%	-10%
NC(=O)CSc1ccc(F)cc1	1.3	-1%	-2%	0	-9%	10%	3%	2%
CC(=O)NC1(c2nnnn2CCOC(=O)Nc2ccc(Cl)cc2)CCCCC1	0.0	-25%	12%	-5	0%	-10%	-13%	7%
COC(CNC(=O)Cc1c(C)nc2c(-c3ccccc3)c(C)nn2c1C)OC	-0.1	-1%	8%	-1	-20%	-7%	7%	14%
CCNc1ccccc1CP(=O)(c1ccccc1)c1ccccc1O (centres undefined)	-0.4	?	?	?	24%	21µM*	14%	14%
Fc1ccc(-c2csc(N3CCC(c4ccccc4)C3)n2)cc1 (centres undefined)	-0.4	-15%	11%	29	-15%	-8%	-21%	3%
COC(=O)c1ccc(S(=O)(=O)c2ccccc2)c(N)c1	-2.3	5%	-2%	-7	-9%	-10%	0%	3%
Brc1ccc2oc(-c3ccn[nH]3)cc2c1	-0.8	2%	23%	33	-5%	-8%	-38%[inhibitor]	-4%
CCOCCCn1c(SCC(=O)Nc2cc(OC)ccc2OC)nc2ccccc2c1=O	-1.0	-5%	?	0	-7%	4%	-1%	11%
NC(=O)CSc1ncc(-c2ccccc2)[nH]1	-1.1	5%	-9%	.	10%	-3%	-2%	2%
COc1ccc(C)cc1NC(=O)COC(=O)c1c(-c2ccccc2)noc1C	-4.1	0%	-5%	2	0%	1%	4%	2%

# 3 entries already listed, arranged by their value in PLK1 PBD inh, low to high.
Structure	PLK1 PBD inh
C/C(N)=C(/C#N)C(=O)COC(=O)c1cccc2ccccc12	-10%
Cc1ccnc(NC(=O)c2ccc(C(=O)c3ccccc3)cc2)c1	-9%
CCOC(=O)C(=O)Nc1nc(-c2ccccc2)c(-c2ccccc2)o1	-4%

# (more compounds)
Molecule	IL-2 act	WRN helicase inh	FUS suppressor	PI5P4Ka inh	EPAC1 antagonist	PLK1 PBD inh	Abeta rescue	EPAC1 agonist
c1ccc(CN2CCC3CC2c2ccc(N4CCOCC4)cc23)cc1 (centres undefined)	-0.6	-10%	-9%	7	-12%	-15%	-12%	-3%
COc1ccc(Cl)cc1-c1cc(C(=O)NCc2cc(C(F)(F)F)cc(C(F)(F)F)c2)[nH]n1	0.0	-1%	-13%	9	-14%	6%	16%	-23%
Cc1cc(NC(=O)c2cccs2)n(-c2nc3ccccc3[nH]2)n1	-3.8	-28%	17%	12	-27%	0%	-16%	0%
CCOC(=O)c1ccc(NC(=S)N2CCCC2)cc1	-0.5	-6%	-8%	-5	-27%	-2%	?	4%
O=C(NCCc1ccccc1)c1cccnc1	-0.8	10%	-1%	-3	1%	-18%	20%	2%
CCOCCn1ccc2c(OCC(=O)Nc3ccccc3OC)cccc2c1=O	1.9	-17%	31%	1	-8%	0%	2%	6%
COc1ccc(N(C(=O)CNS(=O)(=O)c2ccccc2)C(C(=O)NCc2ccco2)C(C)C)cc1 (centres undefined)	3.6	-6%	-9%	-7	-10%	-19%	-24%	0%
C[C@H]1CN([C@@H](C)CO)C(=O)CCCn2nncc2CO[C@@H]1CN(C)C(=O)c1ccccc1	-3.1	-8%	-25%	-3	-2%	-13%	7%	16%
O=C(CN1CCN(c2ccccc2F)CC1)NC(=O)NCc1ccccc1	-3.7	4%	-23%	-1	-12%	-13%	-3%	-2%
O=C(O)CC(CC(=O)N1CCN(C(=O)c2ccco2)CC1)c1ccccc1 (centres undefined)	-3.3	12%	11%	1	11%	-3%	-6%	-3%
CCOC(=O)Cc1csc(NC(=O)CCSc2ccccc2)n1	-0.4	0%[57.1 µM]	17%	5	-15%	-7%	26%	0%
Cc1cc(NC(=O)CSc2nc3ccccc3cc2C#N)no1	0.7	-20%	-1%	-5	-1%	8%	-7%	-5%
O=C(O)CSc1nnc(-c2ccc(Cl)cc2Cl)n1-c1ccc(Cl)cc1	-1.1	-8%[57.1 µM]	19%	-2	-10%	9%	17%	8%
O=C(NCCCn1cccn1)c1cc(COc2ccccc2)on1	1.0	12%	-34%	-15	2%	-3%	-6%	-3%
COC(=O)c1ccc(C2NC(=S)N(c3ccccc3)C(C)=C2C(=O)Nc2ccccc2OC)cc1 (centres undefined)	-1.8	-4%	?	.	-4%	-6%	9%	21%
CCCn1c(SCC(N)=O)nnc1C(C)C	1.2	-16%	26%	1	19%	-7%	4%	-1%
CCOc1cccc(CNCCSc2nnnn2C)c1	0.3	0%	1%	1	14%	4%	7%	-7%
COc1ccc(CNC(=O)CCCCCNc2nc(=S)[nH]c3ccccc23)cc1	-0.8	-18%	3%	-8	-21%	-5%	-18%	-18%
COc1cccc(C2c3c(oc4ccc(F)cc4c3=O)C(=O)N2CCCN2CCOCC2)c1 (centres undefined)	-2.4	-3%	-1%	3	-12%	-10%	-2%	1%
COc1ccccc1Oc1nc([N+](=O)[O-])nn1CC(N)=O	0.2	-2%	-12%	-1	-4%	2%	-2%	-2%
COC(=O)C1SCCN1S(=O)(=O)c1ccc(Cl)cc1 (centres undefined)	-3.9	2%	10%	0	-8%	1%	7%	8%
Clc1c(OCCCn2ccnc2)ccc2ccccc12	-5.2	8%	8%	-1	-3%	-25%	-3%	2%
Cc1cc(CC(=O)O)c(C)cc1CC(=O)O	0.5	-2%	-1%	2	-10%	-4%	-1%	3%
O=C(Cc1ccc(F)cc1)Nc1ccc(S(=O)(=O)N2CCCCC2)cc1	-2.0	-14%	14%	1	?	-6%	-9%	9%
COc1ccc(OC)c(S(=O)(=O)Nc2ccc(O)c(Sc3ncn[nH]3)c2)c1	-1.7	?	26%	.	1%	-10%	12%	-3%
CCCN(C(=O)/C=C/c1ccc(S(=O)(=O)N(CC)CC)cc1)C1CCS(=O)(=O)C1 (centres undefined)	0.2	8%	.	-5	12%	-1%	3%	5%
Cn1c(=O)c2c(nc3n2CC(O)CN3c2ccc(O)cc2)n(C)c1=O (centres undefined)	-2.1	-1%	4%	-1	0%	-6%	5%	6%
COc1ccc(CNc2ncc(-c3ccc(F)cc3)n2C)cc1OC	0.0	-1%	-12%	-3	-10%	-6%	-19%	-7%
CCC(C)c1c(N)n(S(=O)(=O)c2ccc(C)cc2)oc1=O (centres undefined)	2.4	4%	-3%	-1	1%	1%	-13%	5%
COc1ccccc1N/C=C/C(=C(C#N)C#N)N(C)C	-0.9	-19%	6%	-3	-25%	-6%	5%	-5%
Cc1nn(CC(=O)OCC(=O)NCCc2ccc(S(N)(=O)=O)cc2)c(C)c1[N+](=O)[O-]	0.2	2%	-27%	3	-2%	-2%	1%	11%
Nc1ccc2c(c1)C(=O)N(CCCCCC(=O)O)C2	-0.6	-10%[57.1 µM]	11%	0	-16%	-8%	-1%	-1%
COc1cc(C(=O)Nc2nnc(-c3sccc3C)s2)cc(OC)c1OC	-2.1	50µM*	7%	-6	3%	1%	21%	-15%
O=c1cc(Cl)[nH]c(=O)n1Cc1ccc(F)cc1	-0.2	4%	0%	-1	4%	6%	5%	-7%
COc1ccc(/C=N/OCC(=O)N(Cc2ccc(OC)cc2)c2ccccc2C(=O)O)cc1	-5.9	-33%[57.1 µM]	25%	0	14%	-6%	-1%	-1%
